NPSR antag: qHTS Assay for Antagonists of the Neuropeptide S Receptor: cAMP Signal Transduction | AID 1461, 2008 | Q6W5P4 | CHO-NPSR cells, cAMP TR-FRET, antagonist mode | Potency, µM (doses to about 38.3 µM), for inactives: top-dose activity change, negative = inhibition, usual class: inhibitors | actives 1% (n = 220,000); note: potency is the fitted concentration of half-maximal effect; % is set by controls: 0 for no effect and ±100 for the full control effect; nearly all actives have a fitted effect of over 50% in size; many of its hits are not listed in these tables
CBFb-RUNX1 inh: qHTS Assay for Compounds Blocking the Interaction Between CBF-beta and RUNX1 for the Treatment of Acute Myeloid Leukemia | 230,000 tested, under 10 active | AlphaScreen CBFb-His/RUNX1-biotin binding, biochemical | Runt-related transcription factor 1 (Homo sapiens) + Core-binding factor subunit beta … | AID 1477, 2009 | Potency, µM (series often up to 59.8 µM), inactives show at the top dose activity, negative = inhibition, usual class: inhibitors; note: % of control where 0% means no effect
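Bead-based AlphaScreen assay; binding partners His-tagged CBF-beta and biotinylated RUNX1 at 30 nM each. Compound exposure 15 min after a 20-min protein preincubation; bead step 90 min; all steps at room temperature.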
TR SRC2 fluor cs: Total Fluorescence Counterscreen for Inhibitors of the Interaction of Thyroid Hormone Receptor and Steroid Receptor Coregulator 2; TRb/SRC2 Texas Red total fluorescence interference; Potency, µM (top dose mostly 106 µM), inactives show at the highest dose fluorescence change, negative = quenching; actives 0.29% (n = 280,000); active = well fitted curve in either direction with a large enough effect; inconclusive = small, poorly fitted or top-dose-only effect; note: potency is the fitted concentration of half-maximal effect; % is set by controls: 0 for no effect and ±100 for the full control effect
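Human TRb ligand-binding domain at 0.6 uM with 20 nM Texas Red SRC2 peptide in Tris buffer containing 1 uM T3 and 5% DMSO, incubated with compound 5 h at ambient temperature. Total fluorescence (555/632 nm) calculated as parallel + 2 × perpendicular.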
Tau FP inhib: qHTS for Inhibitors of Tau Fibril Formation, Fluorescence Polarization | Microtubule-associated protein tau (Homo sapiens), P10636 | K18 P301L tau heparin fibrillization, Alexa594 FP, 6 h | Potency, µM (titrated, usually from 57.7 µM), without a hit: at the top dose activity, negative = inhibition, usual class: inhibitors | actives 0.39% (n = 280,000); note: potency is the fitted concentration of half-maximal effect; % is set by controls: 0 for no effect and ±100 for the full control effect; nearly all actives have a fitted effect of over 55% in size
Target sequence (P10636 561-689 P618L limits assumed): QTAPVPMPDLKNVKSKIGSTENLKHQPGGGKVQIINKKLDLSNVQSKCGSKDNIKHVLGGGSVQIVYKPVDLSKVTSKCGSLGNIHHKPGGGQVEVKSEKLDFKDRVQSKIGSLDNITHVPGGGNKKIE
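Human K18 P301L fragment (15 uM unlabeled plus 0.24 uM Alexa 594-labeled) in 100 mM sodium acetate pH 7 with compound, aggregation induced by 20 uM heparin for 6 hr at 37 C. ThT (30 uM) added for 1 hr, then Alexa 594 FP read.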
aGal spleen mod: qHTS Assay for Inhibitors and Activators of Human alpha-Galactosidase From Spleen Homogenate. AID 2107, 2009. Potency, µM (series often up to 80 µM), inactives show at the highest dose activity change, negative = inhibition, actives largely listed as inhibitors. human spleen homogenate, 4MU-alpha-Gal fluorescence, 40 min. actives 0.008% (n = 240,000). Alpha-galactosidase A (Homo sapiens), P06280;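 note: potency is the fitted concentration of half-maximal effect; 0% = enzyme with vehicle and -100% = no enzyme basal signal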
Target sequence (P06280 32-429 limits assumed): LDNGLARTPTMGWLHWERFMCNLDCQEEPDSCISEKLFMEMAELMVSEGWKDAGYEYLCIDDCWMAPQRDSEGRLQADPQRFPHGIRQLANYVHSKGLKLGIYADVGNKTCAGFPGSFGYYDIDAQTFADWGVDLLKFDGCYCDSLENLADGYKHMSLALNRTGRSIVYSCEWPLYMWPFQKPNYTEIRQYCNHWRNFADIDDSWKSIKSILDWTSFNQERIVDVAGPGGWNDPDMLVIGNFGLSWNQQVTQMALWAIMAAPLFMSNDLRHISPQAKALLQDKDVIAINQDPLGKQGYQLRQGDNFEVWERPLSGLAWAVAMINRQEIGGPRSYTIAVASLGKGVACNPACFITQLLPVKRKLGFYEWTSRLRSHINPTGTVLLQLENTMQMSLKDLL
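Spleen homogenate 1 ug + cpd (titration) + 4-MU-alpha-D-galactopyranoside 1 mM; 37C 40 min; 50 mM citrate/phosphate pH 5.0, 0.01% Tween-20; stop pH 10; fluorescence 365/440; AC50 via Hill.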
Tau fluor counter: Counterscreen qHTS for Inhibitors of Tau Fibril Formation, Fluorescence Polarization; AID 1463, 2008; actives 0.93% (n = 280,000); Potency, µM (highest dose often 57.7 µM), without a hit: at the highest dose activity change, negative = decrease; tau K18 P301L (four-repeat tau fragment) Alexa594 fluorescence, heparin fibrillization; note: potency is the fitted concentration of half-maximal effect; % is set by controls: 0 for no effect and ±100 for the full control effect; nearly all actives have a fitted effect of over 55% in size
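Human K18 P301L tau (15 uM unlabeled plus 0.24 uM Alexa 594-labeled, final) in 100 mM sodium acetate pH 7 was mixed with compound and 20 uM heparin and incubated 6 hr at 37 C.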
Epigenetic reg: Quantitative High-Throughput Screen for Regulators of Epigenetic Control | actives 0.2% (n = 280,000) | murine LDR cells, GFP reporter derepression, 30 h | Potency, µM (titrated, usually from 53.9 µM), for the others: top-dose GFP activation, hits mostly activators; note: potency is the fitted concentration of half-maximal effect; % of control where 0% means no effect; nearly all actives have a fitted effect of over 60% in size
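Murine LDR cells bearing a silenced CMV-driven GFP reporter were exposed to compound for 30 h at 37 C. After PBS washes, GFP-positive cells (20-120 um objects) counted by laser-scanning microplate cytometry.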
TRb SRC2 PPI: qHTS for Inhibitors of the Interaction of Thyroid Hormone Receptor and Steroid Receptor Coregulator 2; AID 1469, 2008; Potency, µM (highest dose often 106 µM), for inactives: at the highest dose activity change, negative = inhibition, actives largely listed as inhibitors; TRbeta-SRC2 peptide binding, fluorescence polarization; receptor liganded with 1 µM T3; actives 0.065% (n = 280,000);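 note: potency is the fitted concentration of half-maximal effect; plate controls were bound peptide for no effect and peptide without receptor for full effect; nearly all actives have a fitted effect of over 50% in size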
Target sequence (P10828 whole entry, looked up): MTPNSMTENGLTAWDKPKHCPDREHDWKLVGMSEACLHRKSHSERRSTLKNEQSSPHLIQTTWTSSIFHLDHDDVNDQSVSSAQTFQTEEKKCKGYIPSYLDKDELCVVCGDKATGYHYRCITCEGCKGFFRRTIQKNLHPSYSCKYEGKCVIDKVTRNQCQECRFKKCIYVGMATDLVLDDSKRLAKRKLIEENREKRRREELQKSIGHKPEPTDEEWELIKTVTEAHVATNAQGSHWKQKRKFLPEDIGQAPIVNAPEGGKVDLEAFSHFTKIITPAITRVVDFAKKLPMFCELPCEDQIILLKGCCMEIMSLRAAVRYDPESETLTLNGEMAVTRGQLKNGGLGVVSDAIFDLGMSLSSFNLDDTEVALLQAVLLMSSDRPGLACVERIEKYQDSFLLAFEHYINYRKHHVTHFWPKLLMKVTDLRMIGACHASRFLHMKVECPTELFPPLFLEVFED
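Read-out is fluorescence polarization (555 nm excitation, 632 nm emission) of a Texas Red SRC2 coactivator peptide; loss of signal reflects blocked binding to human TRb ligand-binding domain in the presence of 1 uM T3.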
An asterisk follows results filed as active; u = inconclusive; x = not tested or not shown; [ ] = another dose, or the depositor's remark. Unless noted, calls come from the whole dose curve; as a rule, active = well fitted curve in the direction sought with a large enough effect; inconclusive = small, poorly fitted or top-dose-only effect, or another doubt; inactive = no such curve, though single readings can be large; an effect the other way counts as inactive or inconclusive. Only part of the results is shown, so the mix of outcomes need not match the whole.

SMILES | NPSR antag | CBFb-RUNX1 inh | TR SRC2 fluor cs | Tau FP inhib | aGal spleen mod | Tau fluor counter | Epigenetic reg | TRb SRC2 PPI
COc1ccc(/C=N/NC(=O)c2ccn[nH]2)cc1COc1ccc([N+](=O)[O-])c(C)c1 | -7% | -8% | -2% | u | -3% | u | 2.5% | -6%
CC(=O)OC[C@@H]1O[C@H](C/C=N\O[C@@H](C)CN2CCCc3nc(C)c(C)cc32)C=C[C@@H]1OC(C)=O | x | 4%[13.1 µM] | -21%[11.2 µM] | -10%[11.6 µM] | 8%[17.5 µM] | -7%[11.6 µM] | 0.8%[10.1 µM] | 2%[11.2 µM]
CS(=O)(=O)N(CC(=O)Nc1ccc(C(N)=O)cc1)C1CCCCC1 | -3%[46.1 µM] | -5% | 1% | 3% | 0% | -1% | -7.1% | -19%
CCNc1nc(OC)nc(Oc2ccc(=O)n(-c3ccccc3)n2)n1 | 9%[46.1 µM] | 3% | -6% | 6% | 6% | 16% | 0.0% | 0%
CNC(=O)C1CC(=O)N(Cc2ccc3c(c2)OCO3)C(=Nc2ccc(F)cc2)S1 (stereo not given) | -18%[46.1 µM] | -8% | 0% | -6% | -4% | -9% | 0.8% | -1%
COC(=O)C1CCN(c2csc3ccc(Cl)cc3c2=O)CC1 | x | x | 17% | -1% | x | -18% | 0.0% | 24%
COc1ccccc1N1CCN(Cc2ccc(OC)c(OC)c2OC)CC1 | 5%[46.1 µM] | 3% | 3% | 6% | -5% | -10% | 1.5% | -26%
CCO/C(C)=N/n1c2nc3ccccc3nc2c2c(=O)n(C3CCCC3)c(C)nc21 | u | -4% | -4% | -2% | 4% | -5% | 0.0% | -3%
O=C(CCN1C(=O)C2CCCCC2C1=O)NNC(=O)c1cccc(Cl)c1 (stereo not given) | 8% | -7% | -7% | -4% | -7% | 2% | 0.0% | -17%
O=C(Nc1cccc2ccccc12)N1CCN(c2ncccn2)CC1 | 5% | 3% | -7% | -2% | -5% | 0% | -1.2% | -10%
CC1=C(C#N)C(NC(=O)c2ccccc2)(C(F)(F)F)C(=O)N1 (stereo not given) | x | x | -46% | 3% | x | -11% | -1.0% | -5%
O=C(NC(Cc1ccc(O)cc1)C(=O)O)c1ccco1 (stereo not given) | 9% | 0% | -2% | 6% | -4% | 10% | 0.0% | -6%
COc1ccc(CN2CC(=O)N(c3ccc(C)c(C)c3)C2=S)cc1OC | -3% | -7% | -1% | -13% | 5% | -12% | 0.6% | 3%
N#Cc1ccccc1S(=O)(=O)Nc1ccc2c(c1)C(=O)OC2 | -3% | 10% | 0% | -4% | 4% | 5% | 0.3% | -2%
COc1cc2c(cc1OC)CN(S(=O)(=O)c1ccc3c(c1)OCCO3)CC2 | -5%[46.1 µM] | -5% | -1% | -3% | -8% | -19% | 0.0% | 1%
CCc1nnc(NC(=O)[C@@H](NC(=O)c2ccc(C(C)(C)C)cc2)C(C)C)s1 | -40% | 7% | 0% | -3% | 4% | -10% | -2.6% | 0%
COc1cc(NC(=O)c2cc(C)nc3ccccc23)cc(OC)c1 | -5% | 5% | -2% | 1% | 25% | -5% | 1.5% | 9%
O=C(Cc1ccc(Cl)cc1)NCC(=O)N1CCCCC1 | 9% | 1% | -3% | -3% | 14% | 5% | 0.0% | -9%
C=CCc1cccc(/C=N/c2ncn[nH]2)c1O | -6%[46.1 µM] | 3% | -10% | -7% | 6% | -6% | 0.0% | 8%
CC1(C)CC(NC(=O)CCc2ccccc2)CC(C)(C)N1 | 10%[46.1 µM] | 3% | 1% | -1% | -7% | -4% | -1.8% | -3%
Cc1sc(NC(=O)c2ccco2)c(C(c2ccncc2)N2CCOCC2)c1C (stereo not given) | u | -6% | -5% | -3% | -3% | -10% | -2.2% | 4%
COc1ccc(Cn2ccc3nc(C)c(C(=O)NCc4cccc(OC)c4)cc3c2=O)cc1 | x | x | 1% | 2% | x | 1% | 0.0% | 9%
CCC1=[N+](CC(=O)c2ccc(Br)cc2)CCn2c(C)ccc21 | -4% | -7% | 2% | 7% | 7% | -16% | 1.1% | 1%
COc1cc(NC(=O)c2cc3ccc4cccnc4c3[nH]2)cc(OC)c1OC | x | x | -3% | u | x | u | 0.0% | -5%
O=C(CSCC(=O)N1CCCCC1)Nc1nc(-c2ccc(Cl)s2)cs1 | -5%[46.1 µM] | -2% | -2% | 5% | -1% | u | -0.7% | 3%
COC(c1ccccc1)c1c(-c2ccccc2)nn(C)c1Cl (stereo not given) | u | 20% | 4% | 2% | 2% | -16% | -0.9% | 5%
Cc1ccc(OCCCC(=O)Nc2ccc3c(c2)OCO3)cc1 | -16%[46.1 µM] | 0% | 1% | 10% | 7% | -21% | -0.6% | 0%
O=C(NCc1nc(-c2ccc(C(F)(F)F)cc2)no1)Nc1cc(Cl)cc(Cl)c1 | -54% | 15% | 0% | 16µM* | 12% | u | -0.3% | 6%
Cc1nn(-c2ccccc2)c2c1P(=O)(O)/C(=C1\N(C)c3ccccc3C1(C)C)C=N2 | -24%[46.1 µM] | 7% | -5% | -8% | -16% | 1% | 0.0% | 1%
COc1ccc(C2CC(=O)c3cc(-c4nc(-c5cccc(Cl)c5)cs4)c(=O)[nH]c3C2)cc1 (stereo not given) | x | x | 5% | -2% | x | -20% | u | 1%
NNc1ccccc1C(F)(F)F | -4% | -8% | -4% | 0% | 8% | -1% | 0.9% | -2%
CO[C@]1(NC(=O)Cc2cccs2)C(=O)N2C(C(=O)O)=C(COC(N)=O)CS[C@H]21 | x | -10%[21.7 µM] | 2%[53 µM] | x | -3%[29.1 µM] | x | 1.1%[16.9 µM] | 2%[53 µM]
CCCNC(=O)c1c(NC(=O)C2COc3ccccc3O2)sc2c1CCCC2 (stereo not given) | -50% | -4% | -2% | -5% | 4% | -1% | 1.0% | -11%
CCn1c(SCC(=O)N2CCCCC2C)nc2ccsc2c1=O (stereo not given) | -11%[46.1 µM] | 3% | 2% | 6% | -1% | -1% | 0.9% | -6%
Cc1ccc(/C=C/C(=O)c2ccccc(=O)c2O)c(C)c1 | -18% | -5% | 0% | -4% | 2% | -10% | 8.7% | -12%
O=C(O)CCCCNS(=O)(=O)c1ccc(Cl)c(C(F)(F)F)c1 | 1%[46.1 µM] | 2% | 2% | 3% | 1% | -6% | -0.3% | 3%
O=C(CN1CCN(CCO)CC1)Nc1ccccc1 | -1%[46.1 µM] | -3% | -6% | 0% | 5% | 6% | -0.8% | 1%
COc1ccccc1CN=C1Nc2ccccc2CS1 | -23% | 23% | -7% | -6% | 2% | -7% | -0.4% | -5%
O=C(Oc1ccc(F)cc1C(=O)/C=C/c1cccs1)c1cccc([N+](=O)[O-])c1 | u | -9% | -2% | 10% | 4% | u | 0.0% | 5%
CCOC(=O)c1c(NC(=O)CNC2CCCCC2)sc(C)c1C | -37% | -1% | 1% | 1% | -6% | -6% | 0.0% | -8%
CCOC(=O)C1(Cc2cccc(OC)c2)CCN(Cc2cnc(SC)nc2)CC1 | 34% | 10% | -2% | 9% | -1% | -7% | -3.9% | -6%
CCOC(=O)c1c(C)c(C(=O)NC(C)COC)c(C)n1C (stereo not given) | -11%[46.1 µM] | 5% | 0% | -10% | -3% | 3% | -4.8% | -1%
COc1ccccc1CNCC(O)(c1ccc(Cl)cc1)c1ccc(Cl)cc1 | u | -3% | -6% | -5% | -10% | -15% | 4.5% | 3%
CCCN1C(=O)COc2ccc(C(=O)c3ccccc3C(=O)O)cc21 | 0% | -2% | -2% | 4% | -5% | 3% | 0.5% | -10%
CCCCOC(=O)C(C)Oc1ccc(=O)n(-c2ccccc2)n1 (stereo not given) | -9%[46.1 µM] | 3% | -6% | 0% | -3% | -10% | 1.8% | -8%
O=S(=O)(c1c(Cl)sc(Cl)c1Br)N1CCCC1 | 34% | 12% | -3% | -11% | -8% | -17% | 3.2% | -8%
Cc1ccc(S(=O)(=O)c2nnn3c2nc(N2CCCC(C)C2)c2cc(Cl)ccc23)cc1C (stereo not given) | x | x | -12% | -8% | x | -15% | 2.4% | 4%
COC(=O)Cc1c(C)nc2nc(NCc3ccc(Cl)cc3)[nH]n2c1=O | -11%[46.1 µM] | -11% | -3% | 2% | -1% | 0% | -0.9% | 11%
Cc1cc(C)c2oc(C(=O)Nc3ccc(S(=O)(=O)Nc4ncccn4)cc3)cc(=O)c2c1 | x | x | 7% | 1% | x | -4% | -1.9% | 8%
CCn1c(SCC(=O)Nc2cc(OC)ccc2OC)nnc1C1CCCCC1 | -11%[46.1 µM] | -6% | 0% | 14% | 3% | 3% | 1.0% | -23%
O=C1CC(c2ccc(Cl)cc2)CC(=O)C1CS(=O)(=O)c1ccccc1 (stereo not given) | -18% | 13% | -6% | 4% | 5% | -14% | 0.0% | -6%
CCOc1ccc(CC(=O)Nc2c(C(=O)c3ccc(C)cc3)oc3ccccc23)cc1OCC | x | x | 3% | -7% | x | -18% | 0.8% | -2%

Assay outcomes (PubChem BioAssay)
